Source: PubChem BioAssay
aSyn rescue – rescues yeast growth from alpha-synuclein toxicity; Yeast expressing alpha-synuclein, growth rescue, BacTiter-Glo, 24 h; Potency, µM (highest dose often 46.1 µM), for the others: at the highest dose growth rescue (activation), most hits filed as activators; 370,000 tested, 0.14% active; also: potency is read from the fitted curve at half-maximal effect; % of control where 0% means no effect; nearly all actives have a fitted effect of over 65% in size
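Rescue of yeast growth: cells expressing toxic alpha-synuclein, induced in galactose at OD600 0.02, incubated with compound 24 h at 30 C. ATP luminescence quantified growth; inhibitors of toxicity appear as activators.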
PTHR1 ag – PTHR1 (human) receptor agonism; Q03431; HEK293 GP2 PTHR1 cells, GloSensor cAMP luminescence, 1 h; Potency, µM (series often up to 115 µM), for inactives: at the top dose activation, most hits filed as activators; 410,000 tested, 0.075% active; also: potency is read from the fitted curve at half-maximal effect; nearly all actives have a fitted effect of over 55% in size; some results filed as inactive show a strong effect at the top dose; inactives centre near -15; many of its hits are not listed in these tables
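HEK-293-derived GP2 cells expressing PTHR1 and a GloSensor cAMP reporter, 3,000/well, plated overnight, given luciferin plus IBMX (each 0.5 mM as added) for 1 h at 37 °C, then compound for 1 h at 37 °C. Luminescence was read after 15 min at room temperature.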
TDP-43 yeast inh – TDP-43 toxicity inhibition in yeast | TDP-43 expressing yeast growth rescue, BacTiter-Glo, 24 h | Potency, µM (doses to about 46.1 µM), without a hit: at the highest dose growth rescue (activation), most hits filed as activators | 410,000 tested, 1.8% active; also: potency is read from the fitted curve at half-maximal effect; % of control where 0% means no effect; nearly all actives have a fitted effect of over 50% in size
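Cell-based yeast growth screen: TDP-43 expression induced in galactose, inoculum OD600=0.02 after raffinose pregrowth to mid-log. Read-out BacTiter-Glo luminescence at 24 hr, 30 deg C; inhibition of toxicity seen as signal increase.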
GLP-1R agonist – GLP-1 receptor (human) agonism; HEK293 GLP-1R CRE-luciferase, luminescence, 4-6 h; cells express a hypersensitive GLP-1R form; AID 624172; Potency, µM (doses to about 45.6 µM), inactives show at the highest dose activation, usual class: activators; P43220; 380,000 tested, 0.007% active; also: potency is read from the fitted curve at half-maximal effect; % of control where 0% means no effect
Target sequence (P43220 whole entry, looked up): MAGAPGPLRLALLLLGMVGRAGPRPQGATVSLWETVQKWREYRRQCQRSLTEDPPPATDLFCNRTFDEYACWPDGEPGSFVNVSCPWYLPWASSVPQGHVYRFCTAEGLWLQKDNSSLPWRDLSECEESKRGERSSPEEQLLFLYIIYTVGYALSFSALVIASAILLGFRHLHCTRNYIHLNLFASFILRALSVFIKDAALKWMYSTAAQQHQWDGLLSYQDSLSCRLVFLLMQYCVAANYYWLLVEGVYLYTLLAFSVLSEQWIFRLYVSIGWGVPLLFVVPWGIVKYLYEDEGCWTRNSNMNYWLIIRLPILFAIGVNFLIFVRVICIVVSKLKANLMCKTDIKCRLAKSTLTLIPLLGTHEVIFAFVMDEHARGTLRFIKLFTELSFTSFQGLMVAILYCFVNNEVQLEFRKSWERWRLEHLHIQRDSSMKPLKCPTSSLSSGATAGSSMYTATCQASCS
DRD3 agonist – activates the human D3 dopamine receptor | 410,000 tested, 0.58% active | P35462 | AID 652048 | max activation, % | D3R DiscoveRx beta-arrestin cells, luminescence, 90 min; in the data active = max activation above about 30%; also: 0% is about no effect; mostly tested at two doses, the higher about 12 µM
Target sequence (P35462 whole entry, looked up): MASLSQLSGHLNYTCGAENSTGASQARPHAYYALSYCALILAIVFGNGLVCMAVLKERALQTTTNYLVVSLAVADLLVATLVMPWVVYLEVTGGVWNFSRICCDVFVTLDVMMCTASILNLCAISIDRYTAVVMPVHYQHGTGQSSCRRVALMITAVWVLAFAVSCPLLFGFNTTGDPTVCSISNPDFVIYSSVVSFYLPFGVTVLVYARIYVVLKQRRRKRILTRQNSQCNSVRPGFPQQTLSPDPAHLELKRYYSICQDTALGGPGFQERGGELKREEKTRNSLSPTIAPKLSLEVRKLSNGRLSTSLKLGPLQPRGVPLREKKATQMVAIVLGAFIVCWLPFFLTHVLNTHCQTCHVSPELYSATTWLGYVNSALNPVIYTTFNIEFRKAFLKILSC
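Agonist mode: compounds and dopamine controls were applied to plated cells for 90 min at 37 degrees C after an overnight attachment at 1500 cells/well. Luminescent read-out followed 30 - 60 minutes at room temperature with DiscoveRx detection reagent.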
D3 antag – blocks the human D3 dopamine receptor. 360,000 tested, 2.5% active. D3R cells, DiscoveRx beta-arrestin luminescence, antagonist mode; stronger effect = lower value. max response, negative = inhibition, %; in the data active = max response below about -50%; inconclusive = no clear call, values can overlap the other calls; also: % is scaled to controls: 0 for no effect and ±100 for the full control effect; mostly tested at two doses, the higher about 12 µM
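Cells expressing the human receptor were seeded at 1500 cells/well, incubated overnight at 37 degrees C in 5% CO2, then exposed to library compounds with dopamine controls for 90 minutes at 37 degrees C before luminescent detection.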
HEK293 tox – cytotoxic in the GLP-1 receptor inverse agonist counter-screen. HEK293 cAMP-luciferase reporter cells, luminescence, 24 h. Potency, µM (top dose mostly 38.3 µM), for the others: at the highest dose activity change, negative = inhibition, hits mostly inhibitors. 410,000 tested, 0.13% active. AID 624418;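 also: loss of luciferase light is scored as toxicity; potency is read from the fitted curve at half-maximal effect; % is scaled to controls: 0 for no effect and ±100 for the full control effect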
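1536-well qHTS counterscreen of the MLSMR; 200 cells/uL, 12 h pre-incubation, 23 nL cpd, 24 h at 37 deg C 5% CO2, luciferase detection reagent, 12 min RT, luminescence. Inhibition = undesired.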
KB-V1 MDR tox – KB-V1 MDR subline cytotoxicity | Potency, µM (top dose mostly 46.1 µM), for inactives: top-dose activity change, negative = cytotoxicity, actives largely listed as cytotoxic | AID 1347076 | 400,000 tested, 3.4% active | KB-V1 MDR cells viability, CellTiter-Glo, 72 h; also: potency is read from the fitted curve at half-maximal effect; % is scaled to controls: 0 for no effect and ±100 for the full control effect; nearly all actives have a fitted effect of over 60% in size
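Readout: CellTiter-Glo luminescence, 10 min after addition. Cells: KB-V1 MDR subline, 72 h at 37 degrees C with compound. Analysis: corrected, normalized data fitted to concentration-effect curves.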
GLP-1R inv ag – GLP-1 receptor (human) inverse agonism. P43220. 410,000 tested, 1.6% active. Potency, µM (top dose mostly 38.3 µM), for inactives: top-dose activity change, negative = inhibition, usual class: inhibitors. AID 624417. HEK293 GLP-1R CRE-luciferase, luminescence, 24 h; GLP-1R form is constitutively active; also: potency is read from the fitted curve at half-maximal effect; % is scaled to controls: 0 for no effect and ±100 for the full control effect; nearly all actives have a fitted effect of over 55% in size
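Stable HEK293 clone (constitutively active GLP-1R + cAMP-response luciferase); 200 cells/uL plated, 12 h pre-culture, compound 24 hr, 37 deg C/5% CO2; detection reagent 12 min RT; luminescence.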
* hit, by the source's call; i = inactive; ? = inconclusive; nt = not tested or not shown; [ ] = remark or other dose. Unless noted, calls follow the shape of the dose curve; as a rule, active = well fitted curve in the direction sought with a large enough effect; inconclusive = small, poorly fitted or top-dose-only effect, or another doubt; inactive = no such curve, though single readings can be large; an effect the other way counts as inactive or inconclusive.

Values run as follows: aSyn rescue	PTHR1 ag	TDP-43 yeast inh	GLP-1R agonist	DRD3 agonist	D3 antag	HEK293 tox	KB-V1 MDR tox	GLP-1R inv ag
> Cc1cc(C)n(C(=O)CNC(=O)COc2ccccc2)n1
  -1%	i	1%	0%	4	-15	-1%	-1%	1%
> CC(=O)c1c(COC(=O)c2ccncc2)nc2ccccc2[n+]1[O-]
  -2%	i	22%	-13%	0	29	-6%	0%	4%
> O=C(C(=O)N1CCN(c2ccccc2Cl)CC1)c1c[nH]c2ccccc12
  18µM*	-41%[inhibitor]	22µM*	2%	5	19	-10%	12%	?
> Cc1nc2c3ccccc3nc(NNC(=O)CCC(=O)NCCN3CCN(c4ccccc4)CC3)n2n1
  -29%	i	-16%	5%	9	-24	3%	21%	7%
> CC(=O)Nc1cccc(C(=O)/C=C/c2cccs2)c1
  2%	-32%[inhibitor]	23%	-11%	-5	-62*	-39%	?	?
> CN(C)NC1=CC(=[N+]2CCCC2)CC(C)(C)C1
  0%	i	25%	-1%	-2	14	-1%	-5%	-21%
> CC(=O)Nc1ccc(S(=O)(=O)Nc2ccc(C)c([N+](=O)[O-])c2)cc1
  0%	-24%	0%	8%	-1	-8	-8%	?	-11%
> O=C(Nc1cccnc1)C1(c2ccc(Cl)cc2)CCCC1
  -2%	i	1%	-2%	1	53	-10%	?	-36%
> O=C1OCCN1C(=O)[C@H]1[C@H](c2ccc(Cl)cc2)C(c2ccc(F)cc2)=NN1c1ccc(Br)cc1
  10µM*	-6%	-23%	-3%	-34	-2	51%[activator]	0%	?
> O=C(NC1CC(=O)N(c2ccc3c(c2)OCCO3)C1)N1CCC(O)CC1 (stereo not drawn)
  1%	i	5%	-10%	-12	-4	12%	?	17%
> COc1ccccc1-c1c(C)nn2c(NCCN3CCCC3)cc(C)nc12
  2%	-22%	26%	9%	5	-15	-1%	3%	-10%
> COc1cccc(C(=O)Nc2nc(-c3ccncc3)cs2)c1
  -14%	-4%	3%	7%	-2	-16	-4%	-23%	31%
> CCCn1c(SCc2nc(N)nc(N3CCCCC3)n2)nc2c1c(=O)n(C)c(=O)n2C
  6%	0%	2%	1%	-2	2	-1%	-21%	41%[activator]
> CC(=O)N1N=C(N)SC1(C)C
  -2%	-22%	18%	0%	1	4	-12%	?	0%
> O=C(O)CSc1nnc(-c2ccncc2)n1Cc1ccccc1
  0%	i	-10%	-13%	5	-14	-3%	19%	-1%
> Cc1ccc(OCC(=O)OCCN2C(=O)c3ccccc3C2=O)cc1C
  3%	-3%	-20%	0%	-3	7	-11%	2%	-2%
> N#Cc1cc(C(=O)Cc2ccccc2)c[nH]1
  5%	i	-7%	11%	0	-12	0%	?	1%
> O=C(Nc1nnc(-c2ccco2)s1)C1CCN(S(=O)(=O)c2ccc(Cl)cc2)CC1
  4%	-46%[inhibitor]	-2%	-6%	15	20	-2%	?	0%
> O=C(c1cnc2n(c1=O)CCS2)N1CCc2ccccc21
  0%	-15%	4%	-4%	-2	-4	0%	3%	6%
> CCOC(=O)c1cnn(-c2ccc(Cl)cc2)c1C1CCN(C(=O)OC(C)(C)C)CC1
  -15%	-21%	?	-3%	-5	0	15%	?	10µM*
> CCS(=O)(=O)c1ccc2oc(SCC(=O)Nc3ccc(OC)cc3)nc2c1
  -6%	9%	14%	-6%	-2	-16	7%	-13%	4%
> CCOc1ccc(NC(c2ccc(Cl)cc2)c2nnc(-c3cccc(F)c3)o2)cc1 (stereo not drawn)
  nt	-35%[inhibitor]	7%	nt	4	nt	-2%	6%	-15%
> O=C(Nc1ccc(Cc2ccncc2)cc1)c1ccc(S(=O)(=O)N2CCCC2)cc1
  -9%	-92%[inhibitor]	0%	8%	-1	39	-12%	?	?
> O=C(Nc1ncc2c(n1)-c1ccccc1CC2)c1cccs1
  -12%	i	?	4%	0	4	-15%	-45%	?
> Cc1ccn2c(c1)nc(=O)c1cc(S(=O)(=O)N3CCC(C)CC3)c(Cl)cc12
  ?	i	11%	1%	-2	nt	-3%	2%	-1%
> Cc1ccc(N(C)S(=O)(=O)c2ccc3[nH]c4c(c3c2)CCCC4)cc1
  nt	i	13%	nt	4	nt	-22%	18µM*	?
> Cc1cccc(C(=O)N(Cc2nc3ccccc3c(=O)[nH]2)C2CCCCC2)c1
  15%	-21%	0%	16%	3	-5	-7%	?	?
> CC(=O)OCC=C1CCC2C3CCC4=CC(=O)CCC4(C)C3C(O)CC12C (stereo not drawn)
  13%	i	-11%	11%	-3	0	8%	?	-16%
> COc1ccc(C(C2C(=O)CC(C)(C)CC2=O)C2C(=O)CC(C)(C)CC2=O)cc1COCC(F)(F)F
  6%	-11%	19%	-2%	0	?	-10%	-9%	-6%
> O=C(NCc1cccs1)C1CCCCC1
  1%	-23%[57.5 µM]	12%	5%	2	-12	2%	-9%	3%
> COc1ccc(-c2nc(C)sc2C)cc1
  12%	i	?	3%	3	0	7%	0%	0%
> Cc1noc(C)c1S(=O)(=O)NC(=O)C1(C)CCN1C(=O)C1(c2ccc(Cl)cc2)CC1 (stereo not drawn)
  3%	i	1%	-1%	3	-6	2%	25%	-25%
> CS(=O)(=O)c1nc(-c2ccc(F)cc2)cc(C(F)(F)F)n1
  8%	-41%[inhibitor]	-3%[0.397 µM]	-9%	-15	-79*	?	?	?
> Cc1ccn2c(NC(C)(C)C)c(-c3cccs3)nc2c1
  2%	-9%	-18%	3%	10	2	?	?	10µM*
> COc1ccc(CNC(=O)C2CCN(S(=O)(=O)c3c(C)noc3/C=C/c3ccccc3F)CC2)cc1
  nt	i	21%	nt	7	nt	1%	nt	11%
> Cc1ccccc1OCC(=O)NCC1CCCO1 (stereo not drawn)
  -1%	i	1%	-7%	6	2	-17%	3%	1%
> CCC(C)NC(=O)CSC1=Nc2ccccc2C2=NC(CC(=O)NCc3ccccc3)C(=O)N12 (stereo not drawn)
  2%	-28%[57.5 µM]	5%	1%	-5	2	-14%	0%	14%
> Cc1ccc(NCC(=O)N/N=C\C(Br)=C\c2ccccc2)cc1
  12%	-11%[57.5 µM]	12%	4%	6	-26	-7%	2%	3%
> CCOn1c(SCC)nc2ccccc2c1=O
  5%	i	4%	0%	20	-6	3%	9%	0%
> O=C(CCc1nc2ccccc2c(=O)[nH]1)NNC(=O)c1ccc(F)cc1
  -1%[1.84 µM]	i	14%	-5%	-6	6	-1%	14%	17%
> CCOC(=O)c1c(/N=C/C2C(=O)CCCC2=O)sc(C)c1C
  0%	-15%	15%	7%	-4	10	10%	0%	-6%
> Cn1cnnc1SCC(=O)Nc1ccc(N2CCOCC2)cc1
  -8%	i	7%	1%	2	2	4%	-3%	18%
> CN1CCN(CCOCCOc2ccc(Br)cc2Cl)CC1
  -3%	-20%	6%	4%	-20	-61*	-5%	-6%	?
> COc1cc(C2N(c3ccc(Cl)c(Cl)c3)C(=O)C3CCCN32)cc(OC)c1OC (stereo not drawn)
  7%	i	6%	11%	2	3	0%	-28%	-14%
> CCN(CC)C(=O)c1sc2c(c1C)c(=O)n(-c1ccc(C)c(C)c1)c(=O)n2CC(=O)Nc1ccc(F)cc1
  nt	?	3%	nt	-15	nt	-9%	?	15%
> Cc1ccc(NC(=O)c2ccc(COc3ccccc3[N+](=O)[O-])o2)nc1
  0%	-40%[inhibitor]	?	4%	-1	17	-25%	-25%	?
> COCCNC(=O)C1Nc2ccc(OC(F)(F)F)cc2C2C=CCC12 (stereo not drawn)
  -8%	-14%	?	3%	14	4	1%	-4%	-9%
> CCOc1ncccc1C(=O)Nc1cccc(Cl)c1Cl
  0%	i	-5%	-1%	5	5	11%	2%	28%
> COc1ccnc(Oc2ccc(F)cc2)c1C(=O)N/C=N/OCc1ccc(F)cc1Cl
  -1%	i	-11%	9%	22	17	4%	?	?
> c1ccc(COc2ccc(OCCN3CCCC3)cc2)cc1
  -2%	-5%	-17%	9%	-21	-20	-3%	-21%	?

Remaining list, next part
Values run as follows: aSyn rescue	PTHR1 ag	TDP-43 yeast inh	GLP-1R agonist	DRD3 agonist	D3 antag	HEK293 tox	KB-V1 MDR tox	GLP-1R inv ag
> O=C(COC(=O)/C=C/c1ccccc1Cl)NC1CCCCCC1
  2%	i	21%	-1%	-3	23	25%	27%	15%
> O=C(COc1ccccc1)NCCSCc1ccc(Cl)cc1
  7%	-7%	29%	2%	4	9	20%	-26%	8%
> O=C(NNC(=O)C1CCN(S(=O)(=O)c2c(Cl)cccc2Cl)CC1)c1ccccc1O
  0%	-70%[inhibitor]	14%	-28%	1	7	-35%	18µM*	-38%
> O=C(NC1CCCC1)C1c2ccccc2OCC(=O)N1Cc1ccc2c(c1)OCO2 (stereo not drawn)
  1%	21%	12%	11%	-2	-9	-10%	4%	-23%
> Fc1cccc(F)c1/C=N/Nc1ccccn1
  0%	-12%	4%	3%	-5	-23	-25%	15%	?

The list is partial, so the mix of outcomes need not match the whole.
